L3MBTL1 inh = blocks human L3MBTL1; AlphaScreen L3MBTL1–H3K9me1 peptide binding; Potency, µM (highest dose often 57.1 µM), for inactives: at the highest dose activity, negative = inhibition, hits mostly inhibitors; Q9Y468; actives 0.66% (n = 230,000); active = well fitted inhibition curve with a large enough effect; inconclusive = small, poorly fitted or top-dose-only effect; inactive = no such curve, though single readings can be large or run the other way; also: nearly all actives have a fitted effect of over 60% in size
Target sequence (Q9Y468 whole entry, looked up): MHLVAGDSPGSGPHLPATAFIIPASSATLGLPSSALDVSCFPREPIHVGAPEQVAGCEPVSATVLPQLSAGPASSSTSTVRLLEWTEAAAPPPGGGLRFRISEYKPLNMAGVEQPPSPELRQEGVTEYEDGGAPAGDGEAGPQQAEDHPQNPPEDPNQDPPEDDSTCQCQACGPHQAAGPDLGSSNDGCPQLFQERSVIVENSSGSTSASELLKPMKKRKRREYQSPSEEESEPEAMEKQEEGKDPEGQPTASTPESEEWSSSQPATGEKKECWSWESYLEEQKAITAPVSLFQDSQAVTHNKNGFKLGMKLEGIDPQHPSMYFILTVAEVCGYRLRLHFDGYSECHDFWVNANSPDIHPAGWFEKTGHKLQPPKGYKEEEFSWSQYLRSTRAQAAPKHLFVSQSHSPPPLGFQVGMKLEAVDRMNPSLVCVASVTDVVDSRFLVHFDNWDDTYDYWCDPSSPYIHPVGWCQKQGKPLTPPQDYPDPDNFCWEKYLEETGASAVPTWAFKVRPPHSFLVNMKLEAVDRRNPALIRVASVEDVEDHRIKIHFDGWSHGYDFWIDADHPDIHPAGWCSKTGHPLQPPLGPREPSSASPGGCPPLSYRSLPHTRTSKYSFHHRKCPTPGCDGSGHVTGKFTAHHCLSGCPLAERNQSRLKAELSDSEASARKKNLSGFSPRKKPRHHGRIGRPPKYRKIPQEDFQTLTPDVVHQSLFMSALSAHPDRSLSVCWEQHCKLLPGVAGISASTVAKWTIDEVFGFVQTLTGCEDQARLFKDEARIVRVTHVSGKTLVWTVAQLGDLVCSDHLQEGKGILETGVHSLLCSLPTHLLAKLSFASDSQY
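Read-out is AlphaScreen signal from streptavidin donor and nickel chelate acceptor beads (10 ug/mL final each) bridging L3MBTL1 (50 nM) and biotinylated K9-monomethylated H3(1-15) peptide (75 nM), after 30 min compound exposure at room temperature.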
* = called active by the depositor; ? = inconclusive; & = joins results of further samples; [ ] = another dose, or the depositor's remark. % is scaled to controls: 0 for no effect and ±100 for the full control effect; potency is read from the fitted curve at half-maximal effect. Not all compounds are listed. The share of hits here may be higher or lower than overall.

SMILES | L3MBTL1 inh
CC(=O)c1sc(NC(=O)C2CC(=O)N(Cc3ccco3)C2)nc1-c1ccccc1 (centres undefined) | -21%
CCOC(=O)c1c(C)[nH]c(C(=O)N(C)CC(=O)Nc2ccc(OC)cc2)c1C | 0%
C#CCOCCOCCOCCNc1nc(N2CCN(C(=O)CCCCCCCCCCNC(=O)Cn3cc(C[C@@H](C)O)nn3)CC2)nc(N2CCN(C(=O)CCCCCCCCCCNC(=O)Cn3cc(C[C@@H](C)O)nn3)CC2)n1 | -1%
C=CCNC(=O)c1cccc2c1C(=O)c1ccc(N3CCCC3)cc1S2(=O)=O | 6%
CCCCOc1ccccc1C(=O)NNC(=S)NC(=O)c1ccccc1[N+](=O)[O-] | 2%
O=S(=O)(c1cc(F)ccc1F)N1CCN(c2ncnc3ccccc23)CC1 | -3%
COc1cc([N+](=O)[O-])ccc1NC(=O)COC(=O)CCS(=O)(=O)c1ccc(C)cc1 | -2%
CC(=O)CSc1nc(-c2ccccc2)c(-c2ccccc2)o1 | -21%
CSc1nc(O)c(C(c2ccc(C)cc2)c2c(O)nc(SC)[nH]c2=O)c(=O)[nH]1 | -2%
C[C@H]1CN([C@@H](C)CO)C(=O)c2cccc(NC(=O)c3nc4ccccc4s3)c2O[C@H]1CN(C)C(=O)Nc1ccc(F)cc1 | -7%
COc1cc(C2NC(=O)NC(C)=C2C(=O)OCC2CCCCC2)ccc1O (centres undefined) | 4%
C=CC[C@@H](CC(=O)NCCO)C(=O)N[C@@H](COC(=O)[C@@H](CC=C)Cc1ccc(F)cc1)Cc1ccccc1 | 0%
COc1ccc(N2CCN(C(=O)c3ccc4c(c3)CC(c3ccccc3)OC4=O)CC2)cc1 (centres undefined) | -7%
O=[N+]([O-])c1cc(/C=N\Nc2ccccn2)ccc1Cl | 2%
CN(C(=S)NC(=O)C12CC3CC(CC(C3)C1)C2)c1ccc(O)cc1 | -8%
CCc1noc(C)c1C(=O)N1CCN(S(=O)(=O)c2ccc(C)cc2)CC1 | 0%
CCC(=O)c1ccc(Oc2nc3c(c(=O)n(C)c(=O)n3C)n2CC)cc1 | 2%
Cc1ccnc(NS(=O)(=O)c2ccc(NC(=O)CN3C(=O)c4ccccc4S3(=O)=O)cc2)n1 | 2%
CN(Cc1ccccc1)S(=O)(=O)c1cc2c3c(c1)CCN3C(=O)CC2 | 12%
Cc1ccc(CN2CC(C(=O)N(Cc3nnc(-c4ccccc4Cl)o3)C3CC3)CC2=O)cc1 (centres undefined) | 0%
COc1ccc(C2=NCCn3nc4cc(OC)ccc4c32)cc1 | -1%
COCCNC(=S)N(CCN(C)C)Cc1cc2cc3c(cc2[nH]c1=O)OCO3 | -2%[2.29 µM]
CCc1ccc(Nc2n[n+](-c3ccccc3)c(-c3ccc(OC)c(Br)c3)s2)cc1 | -8%
COc1ccc(NC(=O)c2ccccc2C)cc1 | -1%[2.29 µM]
CCOc1ccc2nc(NC(=O)CSCC(=O)Nc3cc(C)on3)sc2c1 | 1%
O=C(Cc1ccc([N+](=O)[O-])cc1)Nc1cccc(C(=O)N2CCCC2)c1 | 2%
CCOC(=O)C1CCCN(C(=O)c2ccc(S(=O)(=O)Nc3ccccc3OC)cc2)C1 (centres undefined) | 4%
COc1ccc(C2c3c(c(C)c(C)oc3=O)Oc3c(C)c(C)oc(=O)c32)cc1 | 3%
Cc1cc(=O)oc2cc(NC(=O)c3cccc(Br)c3)ccc12 | 1%
Cc1ccc(S(=O)(=O)NC(CCC(N)=O)C(=O)NCc2ccc3c(c2)OCO3)c(C)c1 (centres undefined) | -3%
Cc1ccc2c(c1)N(CC(=O)NCC(C)c1ccccc1)C(=O)c1cccnc1O2 (centres undefined) | -5%
COc1ccc(C2=NS(=O)(=O)N(C)C(C(=O)N3CCC(C(N)=O)CC3)=C2)cc1 | 1%
NC(=O)C1CCN(CCC(=O)Nc2ccc(F)c(F)c2)CC1 | 4%
COc1ccc(Nc2nnc(SCC(=O)NC3CC3)s2)cc1 | -4%
O=C(N[C@H]1/C=C\[C@@H](O)CCCC1)OCc1ccccc1 | -1%
Cc1ccc(S(=O)(=O)N(C)c2ccc(C(=O)NCc3ccccc3F)cc2)cc1 | 11%
COc1ccc(OCCOC(=O)CN2C(=O)NC3(CCCC3)C2=O)cc1 | 5%
O=C(Nc1ccc(N2CCOCC2)c(S(=O)(=O)Nc2ccccc2Cl)c1)c1ccccc1 | -5%
O=C(NCC1CCCO1)c1c(O)nc2sccn2c1=O (centres undefined) | 6%
Cc1ccc(OCCC(=O)OCC(=O)Nc2ccc3[nH]c(=O)[nH]c3c2)cc1 | 9%
CC(C)Oc1ccc(CNC(=O)C2CCN(C(=O)N3CCOc4ccccc43)CC2)cc1 | 3%
O=C(CSc1nnnn1C1CC1)N1CCN(c2cccc(Cl)c2)CC1 | -6%
Cc1ccc(S(=O)(=O)N2CCCCC2)cc1NC(=O)c1ccc(Br)o1 | -2%
COc1ccc(S(=O)(=O)N2CCN(C(=O)/C=C/c3ccco3)CC2)cc1 | -3%
CCOc1ccc2oc(C(=O)OCC(=O)NC3CCCCC3)c(C)c2c1 | -3%
O=C(CCl)NNc1nc(-c2ccccc2)c2cc(Cl)ccc2n1 | -3%
Fc1ccccc1-c1nnc2ccc3ccccc3n12 | 6%[2.29 µM]
CCN(CC)CCn1c2c(c(SCC(=O)Nc3ccc4c(c3)OCCO4)nc1=O)CCC2 | 6%
C#CCN(CC=C)C(=O)c1cccc(OC2CCN(S(C)(=O)=O)CC2)c1 | 0%
C=CCC[C@@H](Cc1ccc(F)cc1)C(=O)OC[C@@H](NC(=O)[C@H](CC=C)CC(=O)N(CCO)Cc1ccccc1)c1ccccc1 | -1%
COCCN(C(=O)C1CC(=O)N(Cc2ccc(C)cc2)C1)c1c(N)n(CC(C)C)c(=O)[nH]c1=O (centres undefined) | 9%
O=C(NC[C@@H]1CCCO1)c1cccc2c1C(=O)c1ccc(Cl)cc1S2(=O)=O | 9%
O=C(CCCCCCC(=O)NCc1ccccc1)NCc1ccccc1 | 10%
Cc1ccc(NS(=O)(=O)c2cccc(C(=O)NCc3ccccn3)c2)cc1 | 9%
COc1ccccc1P(=O)(c1ccccc1)c1ccccc1 | -1%[2.29 µM]
NS(=O)(=O)c1ccc2c(c1)C(=NO)c1cc(S(N)(=O)=O)ccc1-2 | 0%
C[C@H](CO)N1C[C@H](C)[C@@H](CN(C)Cc2ccc(C(=O)O)cc2)Oc2c(NC(=O)C3CC3)cccc2C1=O | 2%
CCCCn1c(N)c(N(CCOC)C(=O)c2ccc(-n3c(C)ccc3C)cc2)c(=O)[nH]c1=O | 0%
Cc1csc(=O)n1CC(=O)OCC(=O)NCc1ccc(Cl)cc1Cl | 4%
COc1cc(C(C)=O)ccc1Oc1ccc(S(=O)(=O)N2CCOCC2)cn1 | -9%

Random excerpt: two compounds from above.
SMILES | L3MBTL1 inh
COCCN(C(=O)C1CC(=O)N(Cc2ccc(C)cc2)C1)c1c(N)n(CC(C)C)c(=O)[nH]c1=O (centres undefined) | 9%
C#CCN(CC=C)C(=O)c1cccc(OC2CCN(S(C)(=O)=O)CC2)c1 | 0%

New compounds follow.
SMILES | L3MBTL1 inh
CC(=O)Nc1cccc(C(=O)OCC(=O)N2CCC(c3ccccc3)=N2)c1 | 1%
CN(C)S(=O)(=O)c1ccc(N2CCCC2)c(C(=O)Nc2ccccc2)c1 | -4%
CCOc1ccc(N(CC(=O)Nc2cccc(C)c2)S(C)(=O)=O)cc1 | 7%
CN(C)c1ccc(C(=O)OCc2cc(=O)n3ccsc3n2)cc1 | 0%
CNC(=O)COc1ccc(S(=O)(=O)N2CCCC2)cc1 | 2%
Cc1ccc(S(=O)(=O)NC[C@H]2O[C@@H](n3cnc4c(N)ncnc43)[C@H](O)[C@@H]2O)s1 | 2%
Cn1cnnc1SCC(=O)Nc1ncc([N+](=O)[O-])s1 | 28µM*
O=C(NCC(c1ccco1)N1CCCC1)c1ccc(-n2cccn2)cc1 (centres undefined) | -1%
COc1ccc(NC(=O)Nc2cccc3c2O[C@H](CN(C)C(=O)Nc2ccc(OC)cc2)[C@@H](C)CN([C@H](C)CO)C3=O)cc1 | 7%
Nc1cc(=O)[nH]c(SCC(=O)NNC(=O)c2ccccc2)n1 | 2%
Cn1ccc2cc(-c3csc(N4CCC(C(N)=O)CC4)n3)ccc21 | -5%&5%
COc1ccc(S(=O)(=O)N2CCOCC2)cc1NC(=O)CCNC(=O)c1ccc(Cl)cc1 | 2%
CC(C)(C)OC(=O)C[C@H]1C/C=C\C[C@H](CC(=O)NCCO)C(=O)N[C@@H](Cc2ccccc2)COC1=O | 2%
CCN(C[C@H]1N[C@@](C)(C(=O)OC)[C@H]2C(=O)N(C)C(=O)[C@@H]12)C(=O)COC | ?
COc1ccc(NC(=O)CCNC(=O)c2ccc([N+](=O)[O-])cc2)cc1S(=O)(=O)N1CCOCC1 | -8%

Six compounds out of the list above, sorted by the number in L3MBTL1 inh, lowest first.
SMILES | L3MBTL1 inh
O=C(Nc1ccc(N2CCOCC2)c(S(=O)(=O)Nc2ccccc2Cl)c1)c1ccccc1 | -5%
COc1ccc(Nc2nnc(SCC(=O)NC3CC3)s2)cc1 | -4%
O=C(CCl)NNc1nc(-c2ccccc2)c2cc(Cl)ccc2n1 | -3%
Cc1ccc(CN2CC(C(=O)N(Cc3nnc(-c4ccccc4Cl)o3)C3CC3)CC2=O)cc1 (centres undefined) | 0%
Cc1ccc(S(=O)(=O)NC[C@H]2O[C@@H](n3cnc4c(N)ncnc43)[C@H](O)[C@@H]2O)s1 | 2%
CCOc1ccc(N(CC(=O)Nc2cccc(C)c2)S(C)(=O)=O)cc1 | 7%

Remaining list, next part
SMILES | L3MBTL1 inh
Cc1ccc2nc(NC(=O)C3CSC4(C)CCC(=O)N34)sc2c1 (centres undefined) | -5%
Cc1cc(C(=O)OCC(=O)NCCc2ccc(S(N)(=O)=O)cc2)c2ccccc2n1 | -4%
C=CC[C@@H](CC(=O)N(CCO)Cc1ccccc1)C(=O)NCCOC(=O)[C@H](CC=C)CC(=O)OC(C)(C)C | 5%
O=[N+]([O-])c1cccc(S(=O)(=O)NCCCn2ccnc2)c1 | -1%
CC(C)(C)OC(=O)N1CCC(C(=O)Nc2cccc(C(=O)N3CCOCC3)c2)CC1 | 3%
COc1ccc(C(=O)Nc2cccc(S(=O)(=O)N(C)C)c2)cc1S(=O)(=O)N1CCOCC1 | 2%
CN(CC(=O)Nc1ccc(N2CCOCC2)cc1)C(=O)c1cn(-c2ccccc2)nc1-c1ccccc1 | -5%
COC(=O)CCC(=O)N1CCCC(C(=O)c2ccc(Cl)cc2C)C1 (centres undefined) | -17%
CCc1sc(C(=O)NCc2ccco2)cc1Br | -7%
CN(CC(=O)Nc1ccc(F)cc1)C(=O)COC(=O)/C=C/c1ccc(OC(F)F)cc1 | -3%
CCCCn1c(N)c(N(Cc2ccccc2OC)C(=O)c2ccc(N3CCCC3=O)cc2)c(=O)[nH]c1=O | 13%
CCOC(=O)c1ccccc1NC(=O)COC(=O)C(CCSC)NC(=O)COc1ccccc1 (centres undefined) | -2%
O=C(O)c1cccc(S(=O)(=O)Nc2ccc(N3CCCCC3)cc2)c1 | -6%
C=C1C[C@H]2[C@@H]3CCc4cc(OC)ccc4[C@H]3CC[C@]12C | 6%

Entries listed so far that bear a hit mark in L3MBTL1 inh:
SMILES | L3MBTL1 inh
Cn1cnnc1SCC(=O)Nc1ncc([N+](=O)[O-])s1 | 28µM*
